KAT2A inh: qHTS Assay for Inhibitors of GCN5L2 | GCN5L2 HAT assay, ThioGlo1 CoA-SH fluorescence | actives 0.21% (n = 390,000) | Histone acetyltransferase KAT2A (Homo sapiens), Q92830 | AID 504327, 2011 | Potency, µM (series often up to 58.9 µM), for inactives: at the highest dose activity change, negative = inhibition, actives largely listed as inhibitors
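Free CoA generated was detected with ThioGlo1 (50uM) fluorescence at Ex340nm/Em540nm, read immediately and after 20 min at room temperature. Enzyme, 20 nM in HEPES pH 7.5 buffer, saw compounds 15 min before adding 75uM H3(1-25) peptide and 70uM acetyl-CoA.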
DT40 TDP1 CPT: qHTS for Inhibitors of human tyrosyl-DNA phosphodiesterase 1 (TDP1): qHTS in cells in presence of CPT | chicken DT40 Tdp1-/-;hTDP1 cells + 20 nM CPT, ATP luminescence, 48 h | Potency, µM (highest dose often 46.2 µM), for inactives: at the highest dose activity change, negative = growth inhibition, actives largely listed as inhibitors | actives 12% (n = 420,000) | AID 686979, 2013; also: nearly all actives have a fitted effect of over 55% in size
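Cell growth measured by CellTiter-Glo luminescence after a minimum 48 h, 37 C compound exposure with 20 nM CPT in Tdp1-knockout DT40 cells stably expressing hTDP1, seeded 400/well; qHTS titration format.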
FEN1 inh: qHTS Assay for the Inhibitors of Human Flap endonuclease 1 (FEN1) | P39748 | Recombinant FEN1 flap cleavage, fluorescence, 15 min | Potency, µM (highest dose often 114 µM), for the others: at the top dose activity change, negative = inhibition, hits mostly inhibitors | actives 0.35% (n = 390,000); also: nearly all actives have a fitted effect of over 65% in size
Target sequence (P39748 whole entry, looked up): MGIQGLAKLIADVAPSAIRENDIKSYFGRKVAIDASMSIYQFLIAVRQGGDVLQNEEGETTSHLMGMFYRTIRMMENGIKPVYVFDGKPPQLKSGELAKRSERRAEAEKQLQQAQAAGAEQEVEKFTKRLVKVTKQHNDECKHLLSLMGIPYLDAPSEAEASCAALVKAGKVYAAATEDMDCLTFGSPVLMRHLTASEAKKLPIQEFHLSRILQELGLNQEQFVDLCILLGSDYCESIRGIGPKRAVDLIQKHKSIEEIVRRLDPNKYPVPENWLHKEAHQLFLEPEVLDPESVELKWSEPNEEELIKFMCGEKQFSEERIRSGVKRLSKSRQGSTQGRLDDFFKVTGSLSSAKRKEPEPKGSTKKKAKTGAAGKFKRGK
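Compounds are tested as a concentration series against 10 nM FEN1; after a 15 min room-temperature preincubation, 50 nM substrate starts cleavage, with plate reads at 0 and 15 min. Normalized responses are fitted by a Hill equation.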
* marks the source's active call; other numbers are inactive results; ? = inconclusive; . = not tested or not shown; & = joins results of further samples. Calls follow the shape of the dose curve; as a rule, active = well fitted curve in the direction sought with a large enough effect; inconclusive = small, poorly fitted or top-dose-only effect, or another doubt; inactive = no such curve, though single readings can be large; an effect the other way counts as inactive or inconclusive. % is scaled to controls: 0 for no effect and ±100 for the full control effect; potency is read from the fitted curve at half-maximal effect.

Sequence of screens: KAT2A inh, DT40 TDP1 CPT, FEN1 inh
COc1ccc(C(=O)CN2CCN(c3ccc(F)cc3)CC2)cc1OC
→ ?, -26%, -1%
COC(=O)CC(CC(=O)OC)n1cccc1
→ ., 4%, 0%
Cc1ccccc1NS(=O)(=O)c1ccc(C(=O)NCC2CCCO2)cc1 (configuration not stated)
→ 0%, ?, -4%
O=C(CSc1nc2ncc(Cl)cc2[nH]1)N(Cc1ccccc1)C1CCS(=O)(=O)C1 (configuration not stated)
→ -13%, 3%, 12%
COc1ccccc1CNc1ccc(Br)cn1
→ 16%, -8%, -3%
CCOCCCNC(=O)c1cc(Cl)c(NC(=O)C2=C(C)OCCS2)cc1OC
→ 4%, ?, 14%
CCNc1ncc2nc(-c3cn(C)c4ccccc34)c(=O)n(C[C@H]3CCCO3)c2n1
→ 2%, 5%, .
CCCOCCOC(=O)c1[nH]c2c(c1C)C(=O)CC(c1cc(OC)ccc1OC)C2 (configuration not stated)
→ -2%, 5.2µM*, -6%
C=CCn1c(=O)c2c(C)c(C)sc2n2c(Nc3ccccc3)nnc12
→ -3%, 23µM*, -4%
Cc1ccc(S(=O)(=O)CCC(=O)OCC(=O)N(C)C2CCS(=O)(=O)C2)cc1 (configuration not stated)
→ -6%, -1%, -8%
NC(=O)c1cc(NC(=O)CCNS(=O)(=O)c2cccc(C(F)(F)F)c2)cc(C(N)=O)c1
→ -2%, 9%, 4%
COc1ccc(Cn2ccnc2SCC(=O)NC2CCCCC2)cc1
→ -10%, -18%, 1%
CC(C)(C)CC(C)(C)c1ccc(O)c(Cc2ccc(Cl)cc2Cl)c1
→ ?, ?, -21%
Cc1c(/C=N/NC(=O)c2cccs2)c2ccccc2n1Cc1ccccc1Cl
→ -16%, 16µM*, -1%
COc1cc(OC)cc(C(=O)Nc2ccc(-n3cnnn3)c(C)c2)c1
→ -2%, -24%, 5%
CC(C)(C)OC(=O)N1CCC(c2c(C(=O)NCC3CCN(C4CCCC4)C3)cnn2-c2ccc(F)cc2)CC1 (configuration not stated)
→ -5%, ?, -19%
COc1ccc(NC(=O)C2CCCN(c3ncccn3)C2)cc1 (configuration not stated)
→ 2%, -1%, 4%
Cc1nc(-c2ccc(S(=O)(=O)Nc3cc(Cl)ccc3C)cc2)co1
→ -5%, -27%, -2%
COc1ccc(CNC(=O)C(c2ccncc2)N(C(=O)Cc2cccs2)c2cccc(C)c2)cc1 (configuration not stated)
→ -16%, -18%, -5%
Cc1nccn1C(c1ccccc1)c1ccccc1
→ ., ?, -10%
CCCN(CC(=O)Nc1ccccc1C)C(=O)c1ccc2ccccc2n1
→ -12%, ?, 42%
Cc1ccc(S(=O)(=O)Cn2nnnc2C(C(C)C)N2CCN(Cc3ccco3)CC2)cc1 (configuration not stated)
→ -7%, -15%, -3%
Oc1ccc(Br)cc1/C=N/n1cnc2ccccc21
→ 1%, ?, 4%
CCNC(=O)Cc1ccc(Br)cc1
→ -3%, 10%, -3%
COc1cccc2c1ncc1c(-c3ccc(C)cc3)nn(-c3cccc([N+](=O)[O-])c3)c12
→ 1%, -5%, 15%
Cc1ccc(NC(=O)c2cnn3c2NC(=C2CC2)C=C3C(F)F)cc1C
→ ., -1%, -1%
Nc1nc(Nc2ccc(Cl)cc2)n[nH]1
→ 2%, -26%, 4%
CN(CC(=O)Nc1cccc(F)c1)C(=O)c1ccc2c(c1)CC(c1ccccc1)OC2=O (configuration not stated)
→ -3%, 8.2µM*, -11%
O=C(Cn1cnc2c(nnn2Cc2ccc(Cl)cc2)c1=O)N1CCN(c2ccccc2)CC1
→ -16%, 18µM*, -8%
CCN1CCN(C(c2cccc(F)c2)c2c(O)cc(C)n(Cc3ccco3)c2=O)CC1 (configuration not stated)
→ 4%, 8%, -17%
CCC(C)Sc1nnc(NC(=O)c2ccco2)s1 (configuration not stated)
→ ., -11%, 20%
Cc1ccc(NC(=O)N2CCc3ccccc3C2)cc1C
→ ?, -9%, 6%
CCOc1cccc(C(=O)N(Cc2ccc(CC)cc2)C2CCS(=O)(=O)C2)c1 (configuration not stated)
→ 2%, 18µM*, -1%
COc1ccc(/C(O)=C/c2nc3ccccc3n(-c3ccccc3)c2=O)cc1
→ 2%, -18%, 11%
CCCN1CCN(CCCNC(=O)C2CCCN(c3nc4ccc(OCC)cc4s3)C2)CC1 (configuration not stated)
→ -15%, -8%, 7%
Cc1ccnc2nc(C(=O)OCC(=O)NCc3cccc(Cl)c3)nn12
→ -2%, 4%, -3%
O=C(c1ccc(NC2=NC3CS(=O)(=O)CC3S2)cc1)N1CCN(c2ccccc2)CC1 (configuration not stated)
→ ?, 5%, 0%
Cc1ccc(C)c(S(=O)(=O)N2CCN(c3ncnc4sccc34)CC2)c1
→ -6%, 12µM*, 1%
CCCn1c(=O)c(-c2nc3ccccc3[nH]2)c(O)c2ccccc21
→ -1%, 14%, 0%
Cc1nc(N=Nc2ccc(O)cc2)n[nH]1
→ -16%, ?, -2%
O=C(COC(=O)COc1ccc(Cl)cc1)NC1CCS(=O)(=O)C1 (configuration not stated)
→ 2%, 3%, 20%
Cc1cc(C)n(CC(=O)NNC(=O)CCNC(=O)c2ccccc2Cl)n1
→ -1%, -1%, -2%
CCOc1ccc(N2C(=O)CC(N3CCC(NC(=O)Nc4ccccc4)CC3)C2=O)cc1 (configuration not stated)
→ 2%, -2%, 5%
O=C(NCCc1nc2ccccc2[nH]1)C1CCC(=O)N(CCc2cccc(F)c2)C1 (configuration not stated)
→ -1%, -17%, 6%
Cc1c(Cc2ccccc2)c(=O)oc2cc(OCC(=O)c3ccccc3)ccc12
→ 21%, -30%, -2%
Cn1cnc([N+](=O)[O-])c1Sc1nc(N)nc2c1ncn2C1CC(O)C(CO)O1 (configuration not stated)
→ ., ?, -3%
CCCCc1cc(=O)oc2cc(C)cc(OCc3nn[nH]n3)c12
→ -13%, -7%, -4%
O=C(CN1CCN(S(=O)(=O)N2CCCCC2)CC1)Nc1cc(Cl)ccc1Cl
→ 2%, -8%, -10%
CNc1c(NC(=O)c2ccc3c(c2)OCO3)c(=O)oc2ccccc12
→ -6%, -18%, 16%
Cc1cccc(N(Cc2cc(=O)[nH]c3ccccc23)C(=O)C(C)C)c1
→ -3%, -27%, -10%
COc1ccccc1OCC(=O)O
→ 2%&-1%, -1%&-5%, 10%&-4%
O=C(CCS(=O)(=O)c1cc(Br)cc2c1N(C(=O)C1CC1)CC2)Nc1ccc(Br)cc1F
→ 3%, 12%, -14%
Cc1ccc(NC(=O)c2cc(-c3ccco3)nc3ccccc23)cc1S(=O)(=O)N1CCOCC1
→ ?, ?, -1%
CC(=O)N1N=C(c2ccc(Cl)cc2)OC12CCCC2
→ -1%, -13%, -13%
O=c1c2c3c(sc2nc2n1CCC2)CCCCC3
→ 1%, 8%, -10%
Cc1ccc(S(=O)(=O)/N=C(/c2ccccc2)N(C)c2ccc(O)cc2)cc1
→ -2%, -23%, -7%
C=CCN(c1ccc(C(=O)Nc2cc(C)cc(C)c2)cc1)S(C)(=O)=O
→ 0%, -6%, -16%
COC(=O)[C@]1(Cc2ccccc2)N[C@H](CN(C)C(=O)c2ccc(C)cc2)[C@@H]2C(=O)N(Cc3ccccc3)C(=O)[C@@H]21
→ -7%, ?, -20%
O=C(Nc1ccc(F)cc1)C(c1ccccc1)N1CCN(S(=O)(=O)c2c(F)cccc2F)CC1 (configuration not stated)
→ -7%, -16%, -4%
CCOc1ccc(NC(=O)CN2C(=O)CSc3ccc(S(=O)(=O)N4CCOCC4)cc32)cc1
→ -3%, -7%, 13%

Further records follow.
Structure | KAT2A inh | DT40 TDP1 CPT | FEN1 inh
CCN(CC(=O)NCc1cccs1)C(=O)COc1ccc(C(N)=O)cc1 | -13% | -6% | 1%
CN(Cc1ccccc1)C(=O)C(C(=O)c1ccc(F)cc1)n1cc(Cl)ccc1=O (configuration not stated) | -7% | -5% | 2%
COC(=O)CCN(C)CCC(=O)OC | -3% | -12% | 9%
CN(C)CCC=C1c2ccccc2C(C)(C)c2ccccc21 | -1% | ? | .
O=S(=O)(c1ccc(Cl)cc1)c1nc(-c2ccco2)oc1N1CCOCC1 | -1% | -5% | 0%
COc1cc(CNc2ccc3[nH]c(=O)[nH]c3c2)cc(Cl)c1OCc1ccccc1F | -4% | 12µM* | -14%
CCOC(=O)N1CCC(n2c(SCC(=O)OCc3ccccc3)nc3ccsc3c2=O)CC1 | -9% | -24% | ?
CC(=O)c1ccc(-n2ccnc2)cc1 | -12% | 18% | -5%
CCC(C)C(NC(=O)C1CCC(=O)N1C(=O)OCc1ccccc1)C(=O)NC(Cc1ccccc1)C(N)=O (configuration not stated) | -6% | 13% | 10%
CCOC(=O)c1c(NC(=O)COC(=O)Cc2c[nH]c3ccccc23)sc(C(=O)N(C)C)c1C | -22% | -21% | -1%

Another view of part of the listing above.
> COc1cc(CNc2ccc3[nH]c(=O)[nH]c3c2)cc(Cl)c1OCc1ccccc1F
  KAT2A inh: -4%	DT40 TDP1 CPT: 12µM*	FEN1 inh: -14%

> CCOC(=O)N1CCC(n2c(SCC(=O)OCc3ccccc3)nc3ccsc3c2=O)CC1
  KAT2A inh: -9%	DT40 TDP1 CPT: -24%	FEN1 inh: ?

> CC(=O)c1ccc(-n2ccnc2)cc1
  KAT2A inh: -12%	DT40 TDP1 CPT: 18%	FEN1 inh: -5%

> CCC(C)C(NC(=O)C1CCC(=O)N1C(=O)OCc1ccccc1)C(=O)NC(Cc1ccccc1)C(N)=O (configuration not stated)
  KAT2A inh: -6%	DT40 TDP1 CPT: 13%	FEN1 inh: 10%

New compounds follow.
Structure | KAT2A inh | DT40 TDP1 CPT | FEN1 inh
Cc1ccc(N(CCC(=O)O)S(=O)(=O)c2cccc(C(F)(F)F)c2)cc1 | -4% | 1% | 6%
CCO[C@@H]1OC(C(=O)NCc2nc3ccccc3[nH]2)=C[C@H](c2ccc(C(F)(F)F)cc2)[C@H]1CCCO | -1% | ? | -18%
COc1ccc(C)cc1NC(=O)C1CCN(S(=O)(=O)c2cccc3cccnc23)CC1 | 1% | -27% | -5%
COc1cccc(C2=NOC(C(=O)N3CCN(Cc4ccccc4)CC3)C2)c1OC (configuration not stated) | 3% | ? | 2%
C#CCOCCOCCOCCNc1nc(N2CCN(C(=O)CCCCCCCCCCNC(=O)Cn3cc(C[C@@H](C)O)nn3)CC2)nc(N2CCN(C(=O)CCCCCCCCCCNC(=O)[C@H](CCCN=C(N)N)n3cc(C[C@@H](C)CC)nn3)CC2)n1 | -10% | ? | 89µM*
Cc1ccc(S(=O)(=O)N2CCOC23CCN(S(=O)(=O)c2cccs2)CC3)cc1 | -6% | ? | -2%
CCOc1ccc(Nc2nc(Cc3nnc(SCC(=O)O)o3)cs2)cc1 | -2% | -15% | -5%
CCOC(=O)OC(C)OC1=C(C(=O)Nc2ccccn2)N(C)S(=O)(=O)c2ccccc21 (configuration not stated) | ? | ? | .
Cc1cccc(NC(=S)NCCC(c2ccccc2)c2ccccc2)c1 | 0% | ? | 3%
CCN(CC)S(=O)(=O)c1ccc(C(=O)Nc2nc3ccc(Cl)cc3s2)cc1 | -12% | ? | 3%

2 compounds from above, reduced to FEN1 inh and DT40 TDP1 CPT.
Molecule | FEN1 inh | DT40 TDP1 CPT
Cc1ccc(S(=O)(=O)N2CCOC23CCN(S(=O)(=O)c2cccs2)CC3)cc1 | -2% | ?
CCOc1ccc(Nc2nc(Cc3nnc(SCC(=O)O)o3)cs2)cc1 | -5% | -15%

Compound profiles (already shown):
Cc1cccc(NC(=S)NCCC(c2ccccc2)c2ccccc2)c1 across the screens: KAT2A inh = 0%; DT40 TDP1 CPT = ?; FEN1 inh = 3%
CCN(CC)S(=O)(=O)c1ccc(C(=O)Nc2nc3ccc(Cl)cc3s2)cc1 across the screens: KAT2A inh = -12%; DT40 TDP1 CPT = ?; FEN1 inh = 3%

(cont.)
Structure | KAT2A inh | DT40 TDP1 CPT | FEN1 inh
CCc1ccc(NC2Nc3cc(C)nn3S2)cc1 (configuration not stated) | -6% | 4% | 1%
CCN(CCNC(=O)C1CCCN(Cc2nc(-c3ccc(OC)cc3)oc2C)C1)c1ccccc1 (configuration not stated) | -15% | 16µM* | -22%
O=c1c(O[C@H]2O[C@@H](CO)[C@H](O)[C@@H](O)[C@@H]2O)c(-c2ccc(O)cc2)oc2cc(O)cc(O)c12 | -7% | 3% | 4%
O=C(Cc1ccccc1Cl)NO | . | -1% | -1%
COC(=O)c1cc(=O)c2c(C)nc(C(Cl)(Cl)Cl)nc2[nH]1 | -6% | -3% | -2%
CC1CCC(=NNC(=O)c2ccccc2-n2cccc2)CC1 (configuration not stated) | 1% | ? | 2%

A portion of the library; the hit share may differ from the screen's.
